Source: PubChem (National Center for Advancing Translational Sciences (NCATS))
HttQ103 aggreg: mutant huntingtin aggregation inhibition; PC12 HttQ103-GFP aggregates, Acumen cytometry, 40 h; hit rate 1.1% among 220,000; Potency, µM (top dose mostly 46.1 µM), for the others: at the highest dose activity change, negative = inhibition, actives largely listed as inhibitors; AID 1688; also: potency is read from the fitted curve at half-maximal effect; % is scaled to controls: 0 for no effect and ±100 for the full control effect; nearly all actives have a fitted effect of over 60% in size
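Multiplexed with ATP-based cell death, this channel scores GFP aggregates in PC12 cells expressing inducible HTTex1-Q103-GFP. Induction used 100 nM tebufenozide; compounds were tested in concentration series.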
Lamin A splicing: modulators of lamin A splicing. HeLa LMNA splicing GFP/RFP minigene ratio, 48 h. Potency, µM (highest dose often 46.1 µM), inactives show top-dose ratio change, negative = inhibition, hits mostly inhibitors. hit rate 0.01% among 200,000. AID 1487; active = well fitted inhibition curve with a large enough effect in the signal ratio, with a control signal flat, not every such curve was filed as active; inconclusive = small, poorly fitted or top-dose-only effect, or effect the other way, or a change in a side signal; the % refers to the signal ratio; also: potency is read from the fitted curve at half-maximal effect; % is scaled to controls: 0 for no effect and ±100 for the full control effect
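Read-out is the ratio of GFP to DsRed2 object intensity, acquired by 488 nm laser-scanning cytometry on HeLa lamin A-EGFP minigene reporter cells. Compound incubation 48 hrs at 37 °C in Opti-MEM with 2% FBS; DMSO 0.5% final.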
HTT ATP protect: protects HTT-Q103 PC12 cells, measured by ATP; hit rate 0.14% among 230,000; Potency, µM (series often up to 56.4 µM), for the others: cytoprotection (ATP increase), actives largely listed as activators; PC12 HTT-Q103 induced, cytoprotection, ATP luminescence, 40 h;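 also: potency is read from the fitted curve at half-maximal effect; % of control where 0% means no effect; nearly all actives have a fitted effect of over 45% in size; toxic huntingtin expression switched on by the ecdysone agonist tebufenozide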
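Cells were plated at 1500 per well in phenol red-free DMEM with 5% equine and 5% calf serum. Tebufenozide (100 nM final) and compounds were added, then ATPlite reagent, and luminescence was read.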
aGlu spleen mod: inhibits or activates alpha-glucosidase in human spleen homogenate; human spleen homogenate, 4-MU-alpha-glucoside fluorescence; Potency, µM (doses to about 79.9 µM), for inactives: at the top dose activity change, negative = inhibition, most hits filed as inhibitors; hit rate 0.006% among 240,000; AID 2112;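 also: potency is read from the fitted curve at half-maximal effect; 0% = enzyme with vehicle and -100% = no enzyme basal signal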
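Human spleen homogenate (1 ug) with 4-methylumbelliferyl-alpha-D-glucopyranoside (1 mM final) in 50 mM citrate/phosphate pH 5.0, 0.01% Tween-20; 40 min at 37 C. Stopped at pH 10; 4-MU fluorescence Ex 365/Em 440 nm; AC50 by Hill fit.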
CBFb RUNX1 block: inhibitors of human CBF-beta and RUNX1 interaction; AID 1477; 230,000 tested, under 10 active; AlphaScreen CBFb-His/RUNX1-biotin binding, biochemical; Q01196+Q13951; Potency, µM (series often up to 59.8 µM), without a hit: at the top dose activity, negative = inhibition, most hits filed as inhibitors; also: % of control where 0% means no effect
Target sequence (Q01196 whole entry, looked up): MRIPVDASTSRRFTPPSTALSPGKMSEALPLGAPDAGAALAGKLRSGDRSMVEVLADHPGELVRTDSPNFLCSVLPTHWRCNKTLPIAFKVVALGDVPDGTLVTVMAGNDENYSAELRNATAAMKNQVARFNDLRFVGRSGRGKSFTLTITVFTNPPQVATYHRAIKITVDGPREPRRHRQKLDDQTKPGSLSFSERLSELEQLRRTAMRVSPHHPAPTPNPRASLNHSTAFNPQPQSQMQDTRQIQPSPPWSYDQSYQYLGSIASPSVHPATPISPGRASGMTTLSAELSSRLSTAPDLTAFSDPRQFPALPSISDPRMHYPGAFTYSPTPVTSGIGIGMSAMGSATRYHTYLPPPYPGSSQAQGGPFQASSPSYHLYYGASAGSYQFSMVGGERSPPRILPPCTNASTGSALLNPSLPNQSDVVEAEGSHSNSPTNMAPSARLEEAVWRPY
Target sequence (Q13951 whole entry, looked up): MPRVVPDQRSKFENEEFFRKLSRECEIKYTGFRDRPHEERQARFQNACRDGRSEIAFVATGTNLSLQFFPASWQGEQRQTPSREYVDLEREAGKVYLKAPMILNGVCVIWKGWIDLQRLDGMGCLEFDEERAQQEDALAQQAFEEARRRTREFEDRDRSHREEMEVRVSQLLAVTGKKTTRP
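Bead-based AlphaScreen assay; binding partners His-tagged CBF-beta and biotinylated RUNX1 at 30 nM each. Compound exposure 15 min after a 20-min protein preincubation; bead step 90 min; all steps at room temperature.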
GAA glycogen: GAA glycogen-cleavage inhibition or activation; P10253; recombinant GAA, glycogen substrate, Amplex Red glucose oxidase fluorescence; Potency, µM (top dose mostly 76.4 µM), for inactives: top-dose activity change, negative = inhibition, most hits filed as inhibitors; hit rate 0.38% among 300,000; AID 2100;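 also: potency is read from the fitted curve at half-maximal effect; 0% = full enzyme reaction and -100% = no-enzyme basal signal; the screen sought inhibitors and activators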
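qHTS, 1536-well; enzyme 4 nM final; cpd up to 77 uM; substrate bovine liver glycogen 30 ug; 50 mM citrate/phosphate pH 5.0, 0.01% Tween-20; 37 C, 40 min; Amplex Red detection 45 min RT; Hill fit → AC50.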
GAA inhib: alpha-glucosidase (human) inhibition; purified human GAA, 4-MU-alpha-glucoside fluorescence; Potency, µM (doses to about 76.9 µM), without a hit: top-dose activity change, negative = inhibition, most hits filed as inhibitors; hit rate 0.005% among 200,000;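 also: potency is read from the fitted curve at half-maximal effect; plate controls were uninhibited enzyme wells for no effect and no-enzyme background for full effect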
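Activity normalized between no-enzyme (basal) and enzyme-only wells. Conditions: 4 nM human enzyme, 400 uM fluorogenic substrate, citrate/phosphate pH 5.0 with Tween-20, 20 min room temperature, compounds up to 77 uM.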
* marks the source's active call; other numbers are inactive results; ? = inconclusive; . = no result given; & = joins results of further samples; [ ] = remark or other dose. Unless noted, calls follow the shape of the dose curve; as a rule, active = well fitted curve in the direction sought with a large enough effect; inconclusive = small, poorly fitted or top-dose-only effect, or another doubt; inactive = no such curve, though single readings can be large; an effect the other way counts as inactive or inconclusive.

compound	GAA inhib	HTT ATP protect	Lamin A splicing	HttQ103 aggreg	GAA glycogen	CBFb RUNX1 block	aGlu spleen mod
O=C(NCc1ccc2c(c1)OCO2)C1CC(c2ccccc2O)=NO1 (stereo not drawn)	-9.0%	9.3%	-0.6%	-0.9%[9.22 µM]	10.7%	-1.3%	2.3%
Cn1c(=O)c(-c2ccc(F)cc2)nc2cnc(N3CCOCC3)nc21	.	-21.1%	-7.5%	.	.	.	-7.3%
CCOC(=O)C1=C(C)NC(C)=C(C(=O)OC)C1c1ccco1 (stereo not drawn)	.	2.2%[10 µM]	.	18.2%[9.22 µM]	2.7%	-6.4%	-5.1%
Cc1ccc(C(=O)Oc2cc(-c3ccccc3)no2)cc1	2.8%	-6.4%[10 µM]	-2.6%	5.8%	-13.2%	-3.1%	-0.8%
COc1cc(OC)c(-c2nn3c(C4CCCCC4)nnc3s2)cc1OC	6.6%	14.0%[10 µM]	-4.5%	15.1%	-6.3%	3.4%	-14.0%
N#C/C(=C(/O)COc1ccc(Br)cc1)c1nnc2n1CCCCC2	4.5%	14.2%[10 µM]	-25.9%[46 µM]	13.8%	10.4%	-7.5%	3.2%
Brc1ccc(CSc2ncnc3nc[nH]c23)cc1	2.4%	-6.6%[10 µM]	?	-3.5%	3.8%	-1.4%	-5.5%
COc1ccccc1NC(=S)NCC1CCC(CNC(=S)Nc2ccccc2OC)CC1 (stereo not drawn)	.	-5.0%[10 µM]	.	-26.5%[9.22 µM]	-6.5%	-9.4%	1.9%
O=C(CN(c1ccccc1)S(=O)(=O)c1ccc(Cl)cc1)Nc1ccccc1C(=O)N1CCCC1	-7.4%	4.7%	0.9%	-11.6%	-1.7%	-1.6%	4.7%
CCOC(=O)c1cc(-c2ccccc2)sc1NC(=O)C(C)C	-6.5%	3.8%[10 µM]	9.0%	0.5%	0.4%	5.2%	-4.0%
CC1=CC2=C(OC1N(C)C)c1cccc3cccc(c13)C2=O (stereo not drawn)	-3.0%	26.9%	-9.9%	2.6%	-8.7%	-22.6%	-10.3%
CC(=O)Oc1cccc(-c2nc3ccccc3c(=O)o2)c1	-23.7%	-3.2%[10 µM]	?	7.8%[9.22 µM]	16.7%	4.9%	-1.6%
Cc1ccc(SCc2[nH]nc3c2C2(CCSCC2)C(C#N)=C(N)O3)cc1	-7.1%	-4.5%	-5.6%	5.5%	?	-5.2%	-13.0%
CC(C)(C)NCC(O)COc1ccc(Br)cc1 (stereo not drawn)	4.7%	9.9%	-2.6%[46 µM]	6.0%	3.2%	-4.3%	-2.8%
C/C(=N/NC(=O)CCc1c(C)n[nH]c1C)c1cccc([N+](=O)[O-])c1	.	-10.9%[10 µM]	.	14.6%[9.22 µM]	7.8%	4.8%	-1.1%
CC1CCN(S(=O)(=O)c2ccc3c(c2)c(=O)c(C(=O)N2CCCCC2)cn3C)CC1	-10.3%	-1.9%	0.3%	-2.8%	4.8%	-2.7%	-2.7%
CC(C)(C)C(=O)/C=c1\s/c(=C\c2ccc(-c3ccc([N+](=O)[O-])cc3)o2)c(=O)n1CC(=O)NC(N)=O	-2.5%	.	.	?	25.5%	-24.8%	11.6%
CCN1C(=O)CC(N2CCN(c3cccc(OC)c3)CC2)C1=O (stereo not drawn)	0.8%	-16.0%	?	-12.7%	-19.2%	2.3%	-4.8%
CN(CCC#N)C(=O)COC(=O)c1ccccc1OCc1ccccc1Cl	-2.3%	-0.6%	8.3%[46 µM]	-9.8%	1.5%	8.4%	-0.8%
CC(C)c1ccc(/C=N/NC(=O)c2cc(-c3cccc([N+](=O)[O-])c3)n[nH]2)cc1	3.6%[15.4 µM]	-6.1%[10 µM]	.	-5.7%[9.22 µM]	-1.0%	-0.9%	-5.0%
COc1ccc(C(=O)NCCc2cn3ccccc3n2)cc1	.	39.4%[10 µM]	.	-10.6%[9.22 µM]	-12.5%	-17.1%	8.1%
O=C(CSc1nnc(Cc2ccccc2)o1)Nc1ccc2c(c1)OCO2	-1.0%	-3.3%	6.6%	1.6%	-6.1%	-8.3%	-1.7%
CCn1nc(NC(=O)c2cccnc2)c2cc3ccccc3nc21	-6.2%	-4.4%	-3.3%	12.1%[9.22 µM]	2.4%	4.5%	-3.7%
CC(=O)OCC1OC(C#CCCCc2ccccc2)C=CC1OC(C)=O (stereo not drawn)	.	4.0%&-1.6%[10 µM]	.	.	.	12.2%&0.4%[13.1 µM]	2.4%&-1.6%[17.4 µM]
CS(=O)(=O)Nc1ccccc1C(=O)N1CCN(c2ccccc2)CC1	-3.0%	13.4%	2.7%	9.0%	-25.8%	3.1%	-3.0%
C[C@@H]1C(SC2Cn3cnc[n+]3C2)=C(C(=O)[O-])N2C(=O)[C@H]([C@@H](C)O)[C@@H]12 (stereo partly drawn)	.	27.6%	?	-12.6%	.	.	.
Fc1ccccc1C1c2[nH]c3ccccc3c2CCN1Cc1cccn1-c1ncccn1 (stereo not drawn)	.	13.8%[10 µM]	.	0.8%[9.22 µM]	-11.5%	-22.3%	-7.1%
COc1ccc(NC(=O)c2ccccc2[N+](=O)[O-])cc1OC	-2.6%	-60.5%[inhibitor][10 µM]	-4.1%	?	-0.3%	-1.5%	0.6%
CN(C(=O)N1CCN(S(=O)(=O)c2ccccc2)CC1)c1ccccc1	35.5µM*	-7.0%[10 µM]	.	-16.7%	-14.8%	2.0%	-0.7%
CC1(C(=O)NCc2ccccc2)Oc2ccccc2NC1=O (stereo not drawn)	3.4%	9.1%	-5.3%	12.6%	3.8%	1.4%	-5.8%

Five compounds already listed, ordered by the value under GAA glycogen, smallest number first:
| molecule | Lamin A splicing | GAA glycogen | CBFb RUNX1 block | aGlu spleen mod |
| --- | --- | --- | --- | --- |
| CCN1C(=O)CC(N2CCN(c3cccc(OC)c3)CC2)C1=O (stereo not drawn) | ? | -19.2% | 2.3% | -4.8% |
| COc1ccc(C(=O)NCCc2cn3ccccc3n2)cc1 | . | -12.5% | -17.1% | 8.1% |
| COc1ccccc1NC(=S)NCC1CCC(CNC(=S)Nc2ccccc2OC)CC1 (stereo not drawn) | . | -6.5% | -9.4% | 1.9% |
| CC1CCN(S(=O)(=O)c2ccc3c(c2)c(=O)c(C(=O)N2CCCCC2)cn3C)CC1 | 0.3% | 4.8% | -2.7% | -2.7% |
| CC(=O)Oc1cccc(-c2nc3ccccc3c(=O)o2)c1 | ? | 16.7% | 4.9% | -1.6% |

Back to the main list; the 2 compounds before the break are reprinted first.
compound	GAA inhib	HTT ATP protect	Lamin A splicing	HttQ103 aggreg	GAA glycogen	CBFb RUNX1 block	aGlu spleen mod
CN(C(=O)N1CCN(S(=O)(=O)c2ccccc2)CC1)c1ccccc1	35.5µM*	-7.0%[10 µM]	.	-16.7%	-14.8%	2.0%	-0.7%
CC1(C(=O)NCc2ccccc2)Oc2ccccc2NC1=O (stereo not drawn)	3.4%	9.1%	-5.3%	12.6%	3.8%	1.4%	-5.8%
N#Cc1ccccc1NCc1ccccc1	-3.7%	-23.6%	-1.8%	4.2%	-7.4%	6.2%	0.4%
CC(=O)Nc1ccc(NC(=O)C2CCCN2C(=O)Nc2ccccc2[N+](=O)[O-])cc1 (stereo not drawn)	10.6%	-1.6%[10 µM]	?	11.1%[9.22 µM]	9.4%	-0.3%	-3.1%
COc1ccc(CCNC(=S)Nc2ccccc2C)cc1	4.2%	-26.9%	?	14.1%	-6.2%	-0.4%	4.8%
c1cc2c(cc1-c1[nH]ncc1CN1C[C@H]3CC[C@H]1C3)OCO2	-3.5%	-22.3%	.	2.2%	17.3%	12.7%	-23.4%
CC(C)NC(=O)c1onc(CSc2ccccc2F)c1C(=O)O	12.2%	6.0%	6.9%[0.0737 µM]	6.7%	6.3%	-1.2%	-5.4%
CN(C)Cc1c(O)ccc2occ(C(O)c3ccccc3)c12 (stereo not drawn)	-9.1%	7.9%	-2.2%	-2.4%	-0.2%	3.7%	0.4%
Cn1c(CSCc2ccc(Cl)cc2)nnc1SCC(=O)Nc1nccs1	0.9%	-3.3%[1.9 µM]	?	-8.8%	-1.4%	16.3%	-0.9%
CCCOc1ccc(NC(=O)C2OC3OC(C)(C)OC3C3OC(C)(C)OC23)cc1 (stereo not drawn)	0.9%	9.0%[10 µM]	-15.2%	3.6%	13.5%	1.2%	5.4%
O=S(=O)(c1ccc(SCCO)nc1)N1CCCC1	2.8%	16.3%	10.0%	-2.1%	-19.2%	3.9%	6.5%
Cc1ccc(Cn2nnc3c(=O)n(Cc4cc(C)ccc4C)cnc32)cc1	-1.2%	-8.6%[10 µM]	-2.6%	-12.0%	1.0%	-6.0%	-2.4%
O=C1NCCCC1C(=O)N1CCN(C(=O)c2ccco2)CC1 (stereo not drawn)	?	-15.0%[10 µM]	9.6%	-22.1%	13.8%	-1.9%	-5.2%
Oc1c(Br)cc(C2N=C(c3ccccc3)NO2)cc1Br (stereo not drawn)	-9.0%	-8.4%	6.3%[0.0737 µM]	-15.0%	?	-2.1%	3.1%
C=CCN1C(=O)C(Cc2ccc(Br)cc2)S/C1=N\N=C\c1ccco1 (stereo not drawn)	2.0%	19.2%	9.7%	10.8%	-2.3%	-1.1%	0.3%
N/C(=N\OC(=O)Cc1ccccc1)c1ccccc1Cl	0.1%	.	.	?	5.8%	?	7.4%
O=C(c1cc2cc(Br)ccc2o1)N1CCCCC1	-4.5%	-43.5%[inhibitor]	?	-5.1%[9.22 µM]	1.2%	11.6%	-11.7%
CCC(=O)N=c1sc2cc([N+](=O)[O-])ccc2n1CCOC	-2.0%	4.9%[10 µM]	6.7%	-29.3%	1.4%	-4.7%	5.3%
Cc1sc2ncn(CC(=O)Nc3c(F)cccc3F)c(=O)c2c1S(=O)(=O)N1CCC(C)CC1	-1.3%	-31.7%[inhibitor]	18.8%[46 µM]	25.3%	2.8%	-6.0%	-3.2%
CC1CCN(c2ccc(C(=O)NCc3ccco3)cc2[N+](=O)[O-])CC1	?	-17.2%[10 µM]	1.0%	7.4%	-6.2%	3.6%	-0.8%
